GalR3 antag – antagonists of human GalR3. O60755. HEK293 GalR3-CNG cAMP membrane potential fluorescence; galR3 body fused to GalR1 C-terminus. inhibition, % at 3 µM. 360,000 tested, 0.44% active. AID 651719;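 active means inhibition above the screen-wide average plus 3 SD, cut at about 13% in these data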;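 further: forskolin and galanin both at EC90 stimulate the cells; cAMP rise reported by CNG channel membrane potential dye signal; 0% = forskolin plus galanin with DMSO and 100% = forskolin alone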
Target sequence (O60755 1-299 limits assumed): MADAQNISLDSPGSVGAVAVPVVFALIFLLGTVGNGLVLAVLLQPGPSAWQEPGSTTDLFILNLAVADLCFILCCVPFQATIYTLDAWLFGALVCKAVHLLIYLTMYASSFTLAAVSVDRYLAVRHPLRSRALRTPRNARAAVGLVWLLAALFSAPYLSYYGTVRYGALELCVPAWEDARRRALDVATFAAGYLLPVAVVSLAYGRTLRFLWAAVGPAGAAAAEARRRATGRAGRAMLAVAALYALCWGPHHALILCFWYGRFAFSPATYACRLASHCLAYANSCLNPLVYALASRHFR
MEKK2mut PB1 HTS – signal of MEK5 binding to mutant human MEKK2 PB1 domain; bead flow cytometry, Alexa488-MEK5 binding to MEKK2 mutant; percent response, % at 10 µM; 290,000 tested, 0.35% active; AID 1530; in the data active means percent response above about 24%, passing the limit was not always enough; further: inactives centre near 1; some results filed as inactive read as strong as hits
MEKK2wt PB1 HTS – raises or lowers MEK5 binding to wildtype human MEKK2 PB1 domain | bead flow cytometry, Alexa488-MEK5 binding to MEKK2 WT; actives lie on both sides | binding response (% of control), % at 10 µM | 290,000 tested, 1.1% active | AID 1531; in the data active means binding response below about 67% or above about 130%
OXTR potentiator – potentiates the human oxytocin receptor response; P30559; CHO-OTR cells, Fluo-8 calcium fluorescence, potentiator mode; 0% = oxytocin EC15, 100% = EC100; activation, % at 3 µM; 320,000 tested, 0.061% active;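 active means activation above that plate's cutoff, the mean activation of tested compounds plus 3 SD, cut at about 6.6% in these data, passing the limit was not always enough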;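 further: 100% uses oxytocin at 75 nM as the full agonist control; some results filed as inactive read as strong as hits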
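Assay system: CHO cell line stably expressing human OTR | Also added: Oxytocin at about EC15, sub-maximal agonist stimulus | Times: Compound 6 min at room temperature before oxytocin, 100 s read | Measured by: Fluo-8 intracellular calcium fluorescence, ex 470-495, em 515-575 nm | Controls: EC15 oxytocin alone as 0%, 75 nM oxytocin as 100%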
NALP1 inh – NALP1 inhibition | S. cerevisiae NALP1/ASC/caspase-1 growth, X-gal OD620, 72 h | 280,000 tested, 0.61% active | AID 2071 | inhibition, % at 10 µM; in the data active means inhibition mostly above about 24%, no sharp cut-off; inactive means mostly below about 32%; further: some compounds called inactive have numbers as strong as hits
OXTR ag – activates the human oxytocin receptor; AID 2435; CHO-OTR cells, Fluo-8 calcium fluorescence; normalized: DMSO 0%, oxytocin 100%; 320,000 tested, 0.32% active; P30559; activation, % at 3 µM;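 active means activation above the mean of all tested compounds plus 3 SD, cutoff set per screening run, cut at about 20% in these data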;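 further: peak over basal fluorescence ratio from a 100 s FLIPR kinetic read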
M18AAP inhibitor – blocks P. falciparum M18 aspartyl aminopeptidase; recombinant PfM18AAP, H-Glu-NHMec fluorogenic cleavage; inhibition, % at 7.35 µM; 290,000 tested, 1.2% active; AID 1822;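 active means inhibition above the campaign mean inhibition over all tested compounds plus 3 SD, cut at about 28% in these data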;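 further: 0% = plate median of test compound wells and 100% = 2 mM ZnCl2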
V1R ag counter – V1a receptor agonism, counter-screen for OXTR agonists; P37288; CHO-V1R cells, Fluo-8 calcium fluorescence, agonist mode; 0% DMSO, 100% 3 nM vasopressin; activation, % at 3 µM; 320,000 tested, 0.25% active; AID 2797;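 active means activation above the mean activation of all tested compounds plus 3 SD, per screening run, cut at about 20% in these data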;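 further: signal is peak over basal fluorescence ratio across a 100 second FLIPR read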
Target sequence (P37288 whole entry, looked up): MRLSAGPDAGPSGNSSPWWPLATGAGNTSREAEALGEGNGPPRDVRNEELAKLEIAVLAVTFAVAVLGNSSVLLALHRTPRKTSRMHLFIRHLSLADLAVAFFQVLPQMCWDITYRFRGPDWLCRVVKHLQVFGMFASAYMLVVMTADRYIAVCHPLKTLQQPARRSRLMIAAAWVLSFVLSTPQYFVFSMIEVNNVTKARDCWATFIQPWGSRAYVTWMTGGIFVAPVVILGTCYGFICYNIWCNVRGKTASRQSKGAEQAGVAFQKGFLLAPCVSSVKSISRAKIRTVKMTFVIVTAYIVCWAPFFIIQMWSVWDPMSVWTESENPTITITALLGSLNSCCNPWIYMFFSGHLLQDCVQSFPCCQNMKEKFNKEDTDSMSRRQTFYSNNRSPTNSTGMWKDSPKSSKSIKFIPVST
GPR7 antag – human neuropeptides B/W receptor 1 antagonism | GPR7-expressing cells, fluorescence antagonist assay | 290,000 tested, 1.1% active | P48145 | inhibition, % at 4.4 µM; in the data active means inhibition above about 16%, passing the limit was not always enough;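 further: cells stimulated with the agonist NPW; 0% = agonist with vehicle and 100% = vehicle without agonist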
Target sequence (P48145 whole entry, looked up): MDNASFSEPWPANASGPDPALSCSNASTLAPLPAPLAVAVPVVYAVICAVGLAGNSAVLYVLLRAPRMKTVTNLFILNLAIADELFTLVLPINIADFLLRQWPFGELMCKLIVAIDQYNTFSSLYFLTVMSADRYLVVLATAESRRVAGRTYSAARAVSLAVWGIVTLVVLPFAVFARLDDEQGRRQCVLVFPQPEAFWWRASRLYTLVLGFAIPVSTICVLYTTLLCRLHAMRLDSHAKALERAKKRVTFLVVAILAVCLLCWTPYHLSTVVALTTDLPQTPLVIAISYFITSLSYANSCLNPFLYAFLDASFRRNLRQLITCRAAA
Starred values were filed as active, the others as inactive; nt = no result given. Not a hit list (roughly 4.1% active in at least one column).

entry	structure	GalR3 antag	MEKK2mut PB1 HTS	MEKK2wt PB1 HTS	OXTR potentiator	NALP1 inh
1	O=C(O)CCC(=O)Nc1ccc(S(=O)(=O)c2ccc(NC(=O)CCC(=O)O)cc2)cc1	-10	5	107	-1	-1
2	CCOc1ccc(N2C(=O)CC(N(C)Cc3ccccc3)C2=O)cc1 (configuration not stated)	-4	-4	86	-4	40
3	Cc1ccnc2nc(C(=O)OCC(=O)NCCc3ccccc3)nn12	-1	-3	96	3	10
4	CCOC(=O)COc1ccc(S(=O)(=O)N2CCN(C(=O)OCC)CC2)cc1	-8	-10	69	-6	8
5	CC(=O)c1ccc(N2CCN(S(=O)(=O)c3ccc4c(c3)CC(C)N4C(C)=O)CC2)cc1 (configuration not stated)	98*	-4	96	-14	2
6	CN(C)c1ccc(C(=O)N2CCCC2)cc1	5	0	102	-1	-6
7	Cc1[nH]c2ccc(C(=O)NCCN3CCCCCC3)cc2c1C	0	20	135*	-20	13
8	O=C(O)CCCNS(=O)(=O)c1ccc2c(c1)OCCCO2	0	7	108	1	30
9	Cc1nn(-c2ccccc2)c(Cl)c1/C=C1/C(=N)N2N=C(C(C)C)SC2=NC1=O	-3	-2	108	-8	20
10	Cc1ccc(OCCN2CCCCCC2)c(C)c1	2	4	110	-7	27
11	O=C(NC(=S)Nc1ccc(NC(=O)c2cccs2)cc1)c1cc2ccccc2o1	-2	-1	102	-2	19
12	COc1cc(NC(=O)Cn2ccsc2=N)cc(OC)c1	-8	4	104	0	31

entry	OXTR ag	M18AAP inhibitor	V1R ag counter	GPR7 antag
1	-0.6	0	0.8	-5
2	-0.8	-3	-0.3	-6
3	0.9	1	0.7	-6
4	1.0	-12	0.9	-5
5	12	3	7.9	22
6	0.2	5	-1.1	-7
7	-1.4	7	-0.9	-6
8	-0.1	0	0.3	-8
9	-0.2	-7	1.1	1
10	0.1	10	-0.2	-5
11	-0.9	5	0.0	-3
12	0.0	-3	-0.1	-5

One compound at a time, from the list above. Order of screens: GalR3 antag	MEKK2mut PB1 HTS	MEKK2wt PB1 HTS	OXTR potentiator	NALP1 inh	OXTR ag	M18AAP inhibitor	V1R ag counter	GPR7 antag
Shown for `CCOc1ccc(N2C(=O)CC(N(C)Cc3ccccc3)C2=O)cc1` (configuration not stated) : -4	-4	86	-4	40	-0.8	-3	-0.3	-6
Shown for `Cc1ccc(OCCN2CCCCCC2)c(C)c1` : 2	4	110	-7	27	0.1	10	-0.2	-5
Shown for `O=C(O)CCCNS(=O)(=O)c1ccc2c(c1)OCCCO2` : 0	7	108	1	30	-0.1	0	0.3	-8
Shown for `O=C(O)CCC(=O)Nc1ccc(S(=O)(=O)c2ccc(NC(=O)CCC(=O)O)cc2)cc1` : -10	5	107	-1	-1	-0.6	0	0.8	-5
Shown for `COc1cc(NC(=O)Cn2ccsc2=N)cc(OC)c1` : -8	4	104	0	31	0.0	-3	-0.1	-5

New compounds follow:
entry	structure	GalR3 antag	MEKK2mut PB1 HTS	MEKK2wt PB1 HTS	OXTR potentiator	NALP1 inh
13	Cc1c(NC(=O)c2cccs2)c(=O)n(-c2ccccc2)n1C	-6	-4	94	1	0
14	c1ccc(Cn2c(NCc3ccncc3)nc3ccccc32)cc1	-5	3	97	-3	11
15	O=C(Nc1cccc(S(=O)(=O)N2CCOCC2)c1)C12CC3CC(CC(C3)C1)C2	-4	nt	nt	-2	nt
16	COC(=O)c1nn(-c2ccc(C)cc2)c2nnc(Cc3ccccc3)c(=O)n12	3	-1	106	-7	17
17	O=c1[nH]n(-c2ccccc2)c(=O)c(Cl)c1Cl	nt	4	104	2	1
18	CCc1ccc(-c2nc(-c3ccncc3)no2)cc1	-6	3	104	-9	-8
19	O=C(Nc1nnc(-c2cccs2)o1)C1CC1	-2	1	102	1	17
20	COC(=O)CN1C2=NCCCN2c2ccccc21	-6	-3	97	3	4
21	Cc1ccc([N+](=O)[O-])cc1N=C(c1ccc([N+](=O)[O-])cc1)N1CCOCC1	-2	-3	93	-2	21
22	COc1ccc(Br)cc1S(=O)(=O)N1CCCC1	-3	3	102	-12	-3
23	CC(C)OC(=O)c1cc2c(ccn2-c2ccc(F)cc2)n1CC(=O)N1CCN(C(=O)c2ccco2)CC1	5	-2	94	5	nt
24	Cc1ccc(C2(c3noc(CN4CCOCC4)n3)CCCC2)cc1	1	3	102	-2	16

entry	OXTR ag	M18AAP inhibitor	V1R ag counter	GPR7 antag
13	0.9	2	0.9	-4
14	2.1	0	2.5	2
15	2.7	nt	3.5	nt
16	-1.9	-9	-1.4	-7
17	0.2	3	1.0	-7
18	-1.3	1	-0.7	-3
19	0.8	-3	2.5	-14
20	1.6	1	0.3	-9
21	-2.1	0	-0.7	5
22	-0.8	-1	1.4	-7
23	-2.3	5	-1.4	0
24	0.0	1	-0.1	-12

Additional results.
entry	structure	GalR3 antag	MEKK2mut PB1 HTS	MEKK2wt PB1 HTS	OXTR potentiator	NALP1 inh
25	CSc1nc(C)c2c(n1)N(c1cccc(C)c1)CC2	1	2	105	-5	-6
26	CSc1nnc(-c2ccc(O)cc2)n1C	-5	3	102	-5	-39
27	CCOC(=O)N1CCN(CCC(=O)Nc2ccc(OC)cc2)CC1	-4	-4	97	-7	24
28	Cc1nn(CC(=O)Nc2ccccn2)c(C)c1[N+](=O)[O-]	-5	3	104	-8	15
29	Cn1ccsc1=NC(=O)c1ccc(CS(C)(=O)=O)cc1	-6	0	93	-8	-5
30	Oc1cc2c(cc1O)CN(C(=S)NCCc1ccc(Cl)cc1)CCC2	-2	nt	nt	-9	nt
31	CCS(=O)(=O)c1nc(S(=O)(=O)c2ccc(Cl)cc2)c(NCc2ccco2)s1	-5	0	100	-7	20
32	Cn1cc(CC(=O)NCc2ccc(F)cc2)c2ccccc21	-10	6	107	-3	1
33	COc1ccc(N2C(=O)CC(Sc3n[nH]c(-c4cccc(C)c4)n3)C2=O)cc1 (configuration not stated)	-6	-5	69	-7	30
34	COc1ccc([C@@H]2C[C@H]3CN(c4ccccc4)C(=O)[C@]34CCCN24)c(OC)c1OC	7	0	97	-12	-10
35	COc1cccc(-n2cn[nH]c2=S)c1	-6	-4	99	-10	3
36	O=C(Cc1ccc(Cl)cc1)Nc1ccc(N2CCCC2)cc1	-4	15	102	-9	6

entry	OXTR ag	M18AAP inhibitor	V1R ag counter	GPR7 antag
25	-2.4	-1	-1.6	-10
26	0.9	0	1.5	1
27	0.9	-8	0.1	-12
28	-0.1	5	-0.7	-1
29	0.3	7	0.4	-3
30	11	nt	3.6	nt
31	0.2	1	0.8	-4
32	-1.4	-4	1.0	-1
33	-2.2	-36	-2.5	4
34	-2.6	-1	0.4	-7
35	0.6	10	-0.6	-5
36	-1.2	5	-0.3	7

Next part
entry	structure	GalR3 antag	MEKK2mut PB1 HTS	MEKK2wt PB1 HTS	OXTR potentiator	NALP1 inh
37	CC1CCC(NC(=O)CN(C)S(=O)(=O)c2cnc[nH]2)CC1 (configuration not stated)	0	-4	99	-4	4
38	O=C(CCc1ccccc1)Nc1ccnn1C1CCN(Cc2ccc(OCCO)cc2)CC1	-9	5	103	-2	11
39	O=C(OCC(=O)N1CCCC1=O)c1cc2ccccc2o1	-4	nt	nt	-7	nt
40	Cc1ccc(S(=O)(=O)N2CN(CC3CCCO3)c3nc4ccccc4nc32)c(C)c1 (configuration not stated)	-6	1	105	-4	12
41	O=C(CN1C(=O)/C(=C/c2ccccc2)SC1=S)NC1CCS(=O)(=O)C1 (configuration not stated)	-9	0	98	-3	12
42	COC(=O)c1ccc(NC(=S)NCCc2ccc(OC)cc2)cc1	-5	-1	98	-14	-33
43	O=C(NNC(=S)Nc1ccc(F)c(Cl)c1)C1CC1	-3	7	111	-6	-18
44	Nc1nc(Oc2ccc(F)cc2)c(Br)c(=O)[nH]1	2	2	98	-7	5
45	Cc1c(C(=O)NCCCc2ccccc2)cccc1[N+](=O)[O-]	-6	12	106	-1	22
46	Cc1ccc(C)c2[nH]c(=O)c(CN(CC3CCCO3)C(=S)NCc3ccco3)cc12 (configuration not stated)	2	29	116	-6	nt
47	Cc1cc[n+](CC2OCc3ccccc3CO2)cc1	-7	-3	87	-7	8
48	O=C(CS(=O)(=O)c1cn(CC(=O)N2CCOCC2)c2ccccc12)NCc1ccccc1	-2	3	97	-7	-1

entry	OXTR ag	M18AAP inhibitor	V1R ag counter	GPR7 antag
37	0.8	-15	-0.8	-13
38	-1.1	-8	1.0	6
39	5.4	nt	0.5	nt
40	0.6	-2	2.0	-3
41	0.5	6	1.6	-1
42	4.5	-1	6.2	-8
43	-0.6	11	0.5	-15
44	0.5	-5	0.5	-11
45	-0.9	-1	0.5	0
46	-2.5	-1	-1.1	-15
47	0.2	3	0.7	3
48	-0.8	2	-0.4	-24

The list goes on.
entry	structure	GalR3 antag	MEKK2mut PB1 HTS	MEKK2wt PB1 HTS	OXTR potentiator	NALP1 inh
49	O=C(c1ccc2ccccc2c1)N1CCCC1	-10	11	115	-14	5
50	O=C(NC12CC3CC(CC(C3)C1)C2)c1cccc([N+](=O)[O-])c1	-7	-4	94	2	26
51	CCOC(=O)[C@H]1[C@H]2COc3ccc(Br)cc3[C@@H]2N2C(=O)c3c(C)cc(C)cc3NC(=O)[C@@]12C	-9	nt	nt	2	nt
52	COc1ccc(CNC(=O)NC2CCCCC2)cc1	2	-9	89	1	10
53	O=C(O)c1ccc(NC(=O)c2cccs2)cc1	-5	-6	95	1	30
54	COc1ccc2ccc(Oc3ncccn3)cc2c1	-6	nt	nt	-5	16
55	CC1(C)C2C(Cl)(Cl)C2(C)c2ccccc2N1C=O (configuration not stated)	-6	-4	83	5	24
56	CCc1ccc(CN(C)C(=O)CCc2nnc(-c3ccc(-c4ccccc4)cc3)o2)nc1	-1	-9	88	-7	-6
57	CCOC(=O)C1(CCOc2ccccc2)CCN(Cc2ccc(C)o2)CC1	-6	4	109	-16	4
58	O=[N+]([O-])c1ccc(Cl)c(S(=O)(=O)NCCc2ccccn2)c1	-8	nt	nt	-1	nt
59	O=C(Cn1c(NCCCO)nc2ccccc21)c1ccc(Cl)cc1	-10	0	102	-12	-91
60	CC(=O)N1CCN(C(=O)CSc2ncnc3sc(C)c(C)c23)CC1	-6	nt	nt	-2	nt

entry	OXTR ag	M18AAP inhibitor	V1R ag counter	GPR7 antag
49	-1.9	1	-0.4	3
50	-1.2	-3	-0.7	7
51	0.6	nt	0.6	nt
52	-0.1	1	1.3	7
53	0.7	5	-0.4	-12
54	-0.6	-1	0.0	1
55	-0.9	-15	-0.6	-3
56	8.7	-5	8.4	-10
57	6.7	2	6.1	6
58	3.4	nt	3.5	nt
59	0.6	0	2.2	1
60	1.5	nt	1.0	nt

Next section:
entry	structure	GalR3 antag	MEKK2mut PB1 HTS	MEKK2wt PB1 HTS	OXTR potentiator	NALP1 inh
61	CCOc1ccc(-n2c(N)c(C(=O)NCc3ccco3)sc2=S)cc1	-6	6	107	-3	15
62	COc1cc(NC(=O)CSc2ncnc3sc4c(c23)CCCC4)c(C(=O)O)cc1OC	-6	0	102	-3	5
63	COc1ccc(OC)c(N2C(=NC(=O)C3CCCCC3)SC3CS(=O)(=O)CC32)c1 (configuration not stated)	-8	-2	91	-2	18
64	CN(CC(=O)Nc1cccc(Cl)c1)C1=NS(=O)(=O)c2ccccc21	-1	nt	nt	-2	nt

entry	OXTR ag	M18AAP inhibitor	V1R ag counter	GPR7 antag
61	-0.6	15	0.3	9
62	0.0	28	0.0	-7
63	1.2	0	2.1	4
64	2.6	nt	2.4	nt
